High-throughput results from PubChem BioAssay.
ADAM17 inh: ADAM17 inhibitors, primary screen, biochemical, QFRET; recombinant ADAM17, EDANS/DABCYL FRET peptide cleavage; inhibition, % at 6.95 µM; actives 0.83% (n = 370,000); AID 720648, 2013;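 active = inhibition above the mean of compounds lying between control limits plus 3 SD, set per campaign, cut at about 8.5% in these data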;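 also: 0% = DMSO-only wells as the low control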
SMARCA2 act: SMARCA2 (BRM) function activators, primary screen, cell-based, luminescence, high throughput | MG213 cells, MMTV-luciferase reporter, dexamethasone, overnight | activation, % at 9.1 µM | actives 1% (n = 370,000); in the data active = activation above about 7.8%;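 also: 0% = vehicle wells and 100% = reference activator wells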
PG9 binder: binders of HIV-1 gp120 antibody PG9, primary screen, biochemical, TR-FRET; HIV-1 gp120 / PG9 antibody interaction; TR-FRET gp120-PG9 antibody binding; inhibition, % at 6.7 µM; actives 0.43% (n = 360,000); in the data active = inhibition above about 8.5%
FXN GAA850 act: FXN promoter activators, primary screen, cell-based, luciferase luminescence, HEK293 lucGAA850. HEK293 lucGAA850 FXN promoter luciferase reporter, 24 h; percent of 10 µM SAHA response. AID 540364, 2011. actives 0.56% (n = 360,000). activation, % at 6 µM;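 active = activation above the average of all compounds screened plus 3 SD, cutoff fixed separately per campaign, cut at about 7.5% in these data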;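 also: 0% = DMSO wells and 100% = 10 µM SAHA wells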
ADAM10 inh: human ADAM10 inhibitors, primary screen, biochemical, QFRET, HTS | Disintegrin and metalloproteinase domain-containing protein 10 (Homo sapiens), O14672 | recombinant ADAM10, EDANS/DABCYL FRET peptide cleavage, 3 h | inhibition, % at 7 µM | actives 0.62% (n = 370,000);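 active = inhibition above a per-campaign cutoff equal to the mean of compounds falling between control-based bounds plus 3 SD, cut at about 20% in these data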;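 also: 0% = DMSO wells while the 100% control is not disclosed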
Target sequence (O14672 214-748 limits assumed): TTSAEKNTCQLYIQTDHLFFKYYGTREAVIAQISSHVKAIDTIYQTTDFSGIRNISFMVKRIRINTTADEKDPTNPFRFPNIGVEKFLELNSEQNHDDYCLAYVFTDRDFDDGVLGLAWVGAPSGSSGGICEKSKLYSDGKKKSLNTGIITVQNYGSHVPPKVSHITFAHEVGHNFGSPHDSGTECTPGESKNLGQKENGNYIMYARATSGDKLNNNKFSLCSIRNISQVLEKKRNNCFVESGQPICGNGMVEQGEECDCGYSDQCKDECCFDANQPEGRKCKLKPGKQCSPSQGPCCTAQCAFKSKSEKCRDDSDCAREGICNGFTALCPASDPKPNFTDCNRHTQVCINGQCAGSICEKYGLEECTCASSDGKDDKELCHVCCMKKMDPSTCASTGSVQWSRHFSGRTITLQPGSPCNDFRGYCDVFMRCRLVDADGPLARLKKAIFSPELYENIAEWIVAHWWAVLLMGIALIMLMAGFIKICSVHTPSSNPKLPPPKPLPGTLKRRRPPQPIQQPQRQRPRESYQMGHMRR
NPR1 activator: GC-A stimulated cGMP production enhancers – HEK293 GC-A cells, cGMP TR-FRET, EC30 ANP, primary screen | activation, % at 10 µM | Atrial natriuretic peptide receptor 1 (Homo sapiens), P16066 | 0% at EC30 ANP, 100% saturating ANP | actives 0.14% (n = 370,000); in the data active = activation above about 40%
hcDAF12 agonist: H. contortus DAF-12 nuclear receptor activators, primary screen, cell-based, luminescence, HEK293, lit1-tk-luc reporter; HEK293 hcDAF-12 lit1-tk-luc reporter; 0% DMSO, 100% Δ7-dafachronic acid; activation, % at 6.8 µM; actives 1.4% (n = 370,000); AID 652067, 2013;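 active = activation above the mean of all tested compounds plus 3 SD, cut at about 5.5% in these data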;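 also: 100% = response to 3 µM Δ7-dafachronic acid high control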
DAX1 inh-1: DAX1 (NR0B1) inhibitors on StAR promoter, primary screen, cell-based, luminescence, SF-1 (NR5A1), full-length DAX-1 | HEK293T StAR-luciferase reporter, SF-1/DAX-1 repression relief | actives 1.1% (n = 370,000) | AID 652010, 2013 | inhibition, % at 6.8 µM;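 active = inhibition above the mean over all tested compounds plus 3 SD, cut at about 3.6% in these data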;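 also: 0% = DAX-1 cells with DMSO and 100% = cells lacking DAX-1 with DMSO; higher inhibition means more luminescence from relief of DAX-1 repression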
hgDAF12 agonist: H. glycines DAF-12 receptor agonists, primary screen, cell-based, luminescence, HEK293, GAL4 fusion, UAS-luciferase | HEK293 GAL4-hgDAF12 UAS-luciferase reporter, agonist luminescence; normalized to butyrate control | activation, % at 6.8 µM | actives 1.8% (n = 370,000) | AID 687014, 2013;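 active = activation above a cutoff set at the mean of all screened compounds plus 3 SD, cut at about 10% in these data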;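 also: 0% = DMSO wells and 100% = sodium butyrate wells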
DAX1 inh-2: DAX1 (NR0B1) inhibitors, primary screen, cell-based, HEK293, Gal4-DAX1, luciferase luminescence; HEK293 Gal4-DAX1 luciferase reporter; inhibition, % at 6.75 µM; AID 504766, 2011; actives 0.99% (n = 340,000); Nuclear receptor subfamily 0 group B member 1 (Homo sapiens), P51843;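 active = inhibition above the mean over all tested compounds plus 3 SD, cut at about 4.2% in these data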;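 also: 0% = DAX1-transfected cells with DMSO and 100% = empty-vector control cells with DMSO; inhibition shows as a rise in luminescence from relieved DAX1 repression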
Target sequence (P51843 207-470 limits assumed): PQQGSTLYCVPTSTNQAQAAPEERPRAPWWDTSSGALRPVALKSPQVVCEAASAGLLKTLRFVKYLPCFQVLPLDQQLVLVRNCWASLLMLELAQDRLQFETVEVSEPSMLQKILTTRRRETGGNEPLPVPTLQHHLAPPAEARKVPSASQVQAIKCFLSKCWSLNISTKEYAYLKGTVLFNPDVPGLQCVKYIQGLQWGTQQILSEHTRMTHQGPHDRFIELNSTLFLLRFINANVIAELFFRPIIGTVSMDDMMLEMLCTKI
ssDAF12 agonist: S. stercoralis DAF-12 nuclear receptor activators, primary screen, cell-based, luminescence, HEK293, GRIP1 co-expression, lit1-tk-luc | HEK293 ssDAF-12/GRIP1 lit1-tk-luc reporter; % of 3 µM dafachronic acid response | actives 1% (n = 370,000) | Nuclear hormone receptor DAF-12 (Strongyloides stercoralis) | activation, % at 6.8 µM;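 active = activation above the mean over all tested compounds plus 3 SD, cut at about 0.9% in these data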;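 also: 0% = DMSO-only wells and 100% = 3 µM delta7-dafachronic acid wells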
The depositor's hits bear a star; . = not tested or not shown. Compounds were not picked by outcome; any-hit rate near 6.8%.

Preview (two entries):
cpd	Structure	ADAM17 inh	SMARCA2 act	PG9 binder	FXN GAA850 act	ADAM10 inh	NPR1 activator
1	CN(C)c1ccc(C=C(c2nnnn2-c2ccccc2)c2nnnn2-c2ccccc2)cc1	-4	-1	0.7	-0.3	-5	-2
2	COC(=O)c1ccc(Cl)c(NC(=O)Cc2ccccc2[N+](=O)[O-])c1	1	-3	-1.2	0.9	-7	4

cpd	hcDAF12 agonist	DAX1 inh-1	hgDAF12 agonist	DAX1 inh-2	ssDAF12 agonist
1	-3.4	-0.1	-0.3	0.7	-1.7
2	3.6	-0.3	0.6	-0.4	-0.2

The whole of this part, from the start:
cpd	Structure	ADAM17 inh	SMARCA2 act	PG9 binder	FXN GAA850 act	ADAM10 inh	NPR1 activator
1	CN(C)c1ccc(C=C(c2nnnn2-c2ccccc2)c2nnnn2-c2ccccc2)cc1	-4	-1	0.7	-0.3	-5	-2
2	COC(=O)c1ccc(Cl)c(NC(=O)Cc2ccccc2[N+](=O)[O-])c1	1	-3	-1.2	0.9	-7	4
3	COC(=O)/C=c1\sc2n(c1=O)C(C)=CC(C)(C)N=2	-4	-3	0.3	-3.4	3	-2
4	Nc1cc(=O)[nH]c(SCC(=O)Nc2ccc([N+](=O)[O-])cc2)n1	-5	3	-0.2	3.4	-2	0
5	CC(C)(C)CN1C(=O)C(=O)NC[C@H]1Cc1ccc(O)cc1	3	0	-0.6	0.1	-5	3
6	CCOc1ccc(CCNC(=O)C2CCCN(S(=O)(=O)N3CCOCC3)C2)cc1OCC (stereo not given)	-2	-4	-1.9	-1.8	-4	3
7	CCOC(=O)C1=C(C)OC(N)=C(C(=O)OCC)C1c1ccncc1 (stereo not given)	-5	-5	3.4	0.2	-10	-4
8	CC(C)CNS(=O)(=O)c1ccc(C(=O)Nc2ccc3c(c2)OCO3)cc1	-2	-1	1.4	-0.8	-5	2
9	COc1cccc(CN2CCN(C(=O)c3cccs3)CC2)c1OC	2	2	-1.4	2.6	-1	-9
10	CCc1nc2nc(C)cc(Nc3cccc(C(F)(F)F)c3)n2n1	-2	0	-1.0	1.1	2	3
11	CCCn1cnc2cc(NCc3cccc(OC)c3O)ccc21	-5	6	-7.5	5.4	-29	-3
12	O=C(NNC(=O)c1cccc2ccccc12)c1ccc2c(c1)OCO2	1	0	1.1	3.5	7	-1
13	C[C@@H]1CN([C@H](C)CO)C(=O)c2c(c3ccccc3n2C)-c2ccccc2CO[C@H]1CN(C)C(=O)Cc1ccccc1	2	-4	-1.0	-2.0	5	-2
14	CCN(C[C@H]1N[C@@](Cc2ccccc2)(C(=O)OC)[C@H]2C(=O)N(C)C(=O)[C@@H]12)C(=O)COc1ccccc1	-2	1	0.7	0.3	1	0
15	COc1ccccc1NC(=O)COC(=O)c1c[nH]c(=O)[nH]c1=O	-4	-1	1.6	1.7	-1	-6

cpd	hcDAF12 agonist	DAX1 inh-1	hgDAF12 agonist	DAX1 inh-2	ssDAF12 agonist
1	-3.4	-0.1	-0.3	0.7	-1.7
2	3.6	-0.3	0.6	-0.4	-0.2
3	-1.4	0.0	1.7	1.0	-1.4
4	-2.1	0.0	0.1	2.3	-0.8
5	-1.0	0.3	0.5	0.9	-1.1
6	-1.7	-0.3	0.1	1.1	-2.0
7	-2.5	0.1	0.1	0.2	-1.1
8	-1.6	-0.4	1.6	0.6	-0.9
9	-0.6	-0.3	0.7	0.2	-1.2
10	-2.4	-1.1	-3.4	-1.8	-1.4
11	1.3	0.8	3.3	1.9	-0.8
12	0.1	0.6	1.3	2.0	-1.6
13	2.0	-0.8	-0.7	0.7	-1.8
14	-0.2	0.7	3.0	-0.2	-0.6
15	-1.7	0.0	0.3	0.3	-1.7

Other compounds:
cpd	Structure	ADAM17 inh	SMARCA2 act	PG9 binder	FXN GAA850 act	ADAM10 inh	NPR1 activator
16	Cc1nc2cc(C)c(C)cc2s1	2	-3	0.3	-1.7	0	-3
17	CCC1=C(Nc2ccccc2)COC1=O	0	-2	-0.1	1.2	-6	-2
18	O=C(c1ccccc1)c1c[nH]c2ccccc12	2	0	-0.8	1.9	3	-5
19	COC(=O)c1sccc1NC(=O)CSCCc1ccncc1	0	-1	0.4	1.0	6	3
20	COC(=O)C[C@H](NC(=O)Cn1cnc2c(OCc3ccccc3)ncnc21)C(=O)OC	-4	0	1.8	0.9	-6	6
21	CN(C)S(=O)(=O)Nc1ccc(NS(=O)(=O)N(C)C)c(S(=O)(=O)c2ccccc2)c1	0	5	-3.6	-0.6	0	1
22	COc1ccc(-c2cc(C(F)(F)F)n3nc(C(=O)NCc4ccco4)cc3n2)cc1OC	-8	0	-3.1	-0.8	-27	13
23	CS(=O)(=O)N1Cc2cc(C(=O)NCC3CC3)nc(-c3cccc(-c4cccnc4)c3)c2[C@@H]1CCO	4	-1	-0.9	.	3	-2
24	CC(C)NC(=O)N[C@@H]1C[C@@H]2O[C@@H](CO)CC[C@@H]2O[C@@H]1CCc1ccc(-c2ccc(F)cc2)cc1	2	-4	.	.	2	13
25	Cc1cccc2nc(-c3ccccc3)c(-c3ccc(CN4CCC5(CC4)CNc4ccccc45)cc3)nc12	-2	2	0.6	.	-6	5
26	CCCCc1ccc(N2C(=NC(=O)C3CCCO3)SC3CS(=O)(=O)CC32)cc1 (stereo not given)	0	0	-0.6	1.5	2	-1
27	O=C(c1ccc(CS(=O)Cc2ccc(Cl)cc2)o1)N1CCN(c2ccc(F)cc2)CC1 (stereo not given)	8	-5	-2.2	-1.0	6	-2
28	Cc1ccc(C)c(-c2cc(C(=O)NC3CC3)c3ccccc3n2)c1	-2	0	-2.8	1.2	-12	2
29	NS(=O)(=O)c1ccc(N/C=C\C(=O)c2ccncc2)cc1	-2	1	1.9	4.0	-1	0
30	Oc1c(Cl)cc(Cl)cc1C=Nc1ccc2c(c1)OCCO2	-1	-7	-1.1	-6.7	-2	6

cpd	hcDAF12 agonist	DAX1 inh-1	hgDAF12 agonist	DAX1 inh-2	ssDAF12 agonist
16	-0.7	-0.2	1.2	-0.1	-1.1
17	-1.1	-0.3	-0.8	1.2	-1.3
18	0.6	0.3	3.7	1.6	-1.0
19	1.8	0.0	0.3	0.9	-1.5
20	-0.8	-0.4	1.4	2.7	-0.7
21	-0.3	0.2	0.5	1.4	-1.6
22	-2.8	-0.5	1.5	0.3	-0.5
23	-1.9	-3.1	5.6	.	-1.5
24	-0.7	-1.0	1.0	.	-1.5
25	0.3	-0.1	2.7	.	0.1
26	-1.4	-1.9	3.0	0.7	-1.5
27	-3.4	-0.7	-3.8	-0.4	-1.1
28	1.3	0.4	-1.5	-0.2	-1.1
29	-2.2	0.0	5.6	0.7	0.3
30	-4.1	-2.5	-10.0	-2.2	-2.3

The list continues.
cpd	Structure	ADAM17 inh	SMARCA2 act	PG9 binder	FXN GAA850 act	ADAM10 inh	NPR1 activator
31	COC(=O)c1ccc(/C=C(\C#N)C(=O)NC(C)c2ccccc2)cc1 (stereo not given)	-5	0	0.7	2.3	-2	-11
32	Cc1cn([C@H]2C[C@H](O)[C@@H](/C=C/C(=O)NCCc3ccc(S(N)(=O)=O)cc3)O2)c(=O)[nH]c1=O	-3	-4	-0.4	.	-6	-2
33	CC12CCC(C(=O)NCc3ccco3)(OC1=O)C2(C)C (stereo not given)	0	-2	0.2	-0.2	2	4
34	O=C(C1=C[C@H](c2ccccc2)C[C@H](OCCCCO)O1)N1CCOCC1	-1	0	2.4	-0.7	-2	1
35	COc1ccc(CCN2C(=S)N(c3ccccc3)C(=O)C2CC(=O)O)cc1OC (stereo not given)	0	-2	-0.1	0.1	8	-2
36	CCOC(=O)c1c(C)[nH]c(C)c1C(=O)COC(=O)c1nn(CC)c(=O)c2ccccc12	-1	-3	1.6	-0.9	-2	4
37	Cc1ccc(C#N)c(SCc2cccc(Br)c2)n1	3	-1	-2.5	1.7	6	2
38	COc1cc(/C=N/NC(=O)c2csc3c2CCCC3)ccc1OCCN1CCOCC1	-6	2	-1.6	2.1	0	1
39	CCOc1ccc(NC(=O)CN2C(=O)NC3(CCCCCC3)C2=O)cc1	0	-1	2.4	0.7	-3	3
40	COc1cc(/C=C2/C(=N)N3C=CSC3=NC2=O)ccc1OCCCOc1c(C)cccc1C	-45	4	-2.0	3.6	-140	-1
41	CCOC(=O)c1sc(NC(=O)C2=COCCO2)c(C#N)c1C	-4	-1	0.9	1.5	-8	1
42	COc1ccccc1CN1CCC(CNS(=O)(=O)c2cc(-c3onc(C)c3C)ccc2OC)CC1	0	2	0.2	-2.7	2	-15
43	COc1ccc(OC)c(CCNC(=O)Cn2nc(C)c3c(C)n(-c4ccccc4)nc3c2=O)c1	2	-2	-0.3	0.7	-13	-3
44	COC(=O)[C@]12C[C@H](CC(=O)NCc3cccs3)C(=O)N(CCc3ccc(OC)c(OC)c3)C1=C[C@H](COCc1ccccc1)O[C@@H]2C	2	4	.	.	7	-3
45	CCOC(=O)c1cc(-c2ccncc2)nc2c1c(C)nn2-c1ccccn1	-21	4	-0.2	1.1	-98	17
46	COc1ccc(CCNC(=O)C(C(=O)c2ccc(F)cc2)n2ccccc2=O)cc1OC (stereo not given)	-2	-4	-0.7	3.0	-2	-6
47	O=C(O)CCC(=O)NCc1cn(-c2ccccc2)nc1-c1cccc(Br)c1	4	-1	-5.1	-1.2	2	4

cpd	hcDAF12 agonist	DAX1 inh-1	hgDAF12 agonist	DAX1 inh-2	ssDAF12 agonist
31	-0.7	-0.2	-2.4	-0.1	-1.3
32	-2.2	-0.5	-1.2	.	-0.7
33	0.2	0.5	-0.5	0.1	-1.2
34	-0.5	0.0	0.4	-0.1	-1.1
35	-1.0	-0.2	-2.6	0.0	-0.6
36	-1.4	-0.6	-0.2	-0.2	-0.8
37	-1.3	0.6	-1.6	0.4	-2.0
38	-0.3	-1.3	-1.2	0.1	-1.2
39	-1.1	-0.1	0.0	-1.2	-0.7
40	0.2	-1.2	7.5	-0.9	-1.4
41	-2.2	-2.5	0.7	-0.8	-0.7
42	-2.4	4.6*	-2.0	0.6	-1.6
43	0.2	-0.3	-2.1	-0.2	-0.7
44	-2.8	-0.1	-3.1	.	-1.6
45	-2.2	-2.5	-3.5	-0.7	-1.6
46	-1.4	-0.5	0.9	-1.2	-0.8
47	-1.3	0.2	-1.9	0.4	-0.7
